# Screening results from PubChem.
# TGFb inhibitor: TGF-b pathway inhibition | Potency, µM (highest dose often 46.1 µM), for inactives: top-dose activity, negative = inhibition, most hits filed as inhibitors | AID 588855 | hit rate 1.2% among 410,000 | HepG2 CAGA-GFP TGF-b/SMAD3 reporter, GFP fluorescence, 18 h; TGF-beta stimulated, 500 pg/mL final; further: potency means the concentration at half of the fitted maximal effect; on the % scale 0 is the no-effect control and ±100 the full control effect; nearly all actives have a fitted effect of over 65% in size
#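 HEPG2 CAGA-GFP, 1000 cells/well; 2 h settle, 37 C; cpd via pin tool; TGF-b 500 pg/mL final; 18 h, 37 C; GFP imaging ex488/em500-530; %Activity normalised to -TGF-b and +DMSO controls; CRC fit, curve class.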
# EPAC2 antag: EPAC2 (human) antagonism; AID 720708; Q8WZA2; EPAC2 GEF exchange of Rap1B-BODIPY-GDP, fluorescence; Potency, µM (series often up to 114 µM), for the others: top-dose activity, negative = inhibition, most hits filed as inhibitors; hit rate 0.18% among 360,000; further: potency means the concentration at half of the fitted maximal effect; on the % scale 0 is the no-effect control and ±100 the full control effect; nearly all actives have a fitted effect of over 45% in size; many of its hits are not listed in these tables
# Target sequence (Q8WZA2 whole entry, looked up): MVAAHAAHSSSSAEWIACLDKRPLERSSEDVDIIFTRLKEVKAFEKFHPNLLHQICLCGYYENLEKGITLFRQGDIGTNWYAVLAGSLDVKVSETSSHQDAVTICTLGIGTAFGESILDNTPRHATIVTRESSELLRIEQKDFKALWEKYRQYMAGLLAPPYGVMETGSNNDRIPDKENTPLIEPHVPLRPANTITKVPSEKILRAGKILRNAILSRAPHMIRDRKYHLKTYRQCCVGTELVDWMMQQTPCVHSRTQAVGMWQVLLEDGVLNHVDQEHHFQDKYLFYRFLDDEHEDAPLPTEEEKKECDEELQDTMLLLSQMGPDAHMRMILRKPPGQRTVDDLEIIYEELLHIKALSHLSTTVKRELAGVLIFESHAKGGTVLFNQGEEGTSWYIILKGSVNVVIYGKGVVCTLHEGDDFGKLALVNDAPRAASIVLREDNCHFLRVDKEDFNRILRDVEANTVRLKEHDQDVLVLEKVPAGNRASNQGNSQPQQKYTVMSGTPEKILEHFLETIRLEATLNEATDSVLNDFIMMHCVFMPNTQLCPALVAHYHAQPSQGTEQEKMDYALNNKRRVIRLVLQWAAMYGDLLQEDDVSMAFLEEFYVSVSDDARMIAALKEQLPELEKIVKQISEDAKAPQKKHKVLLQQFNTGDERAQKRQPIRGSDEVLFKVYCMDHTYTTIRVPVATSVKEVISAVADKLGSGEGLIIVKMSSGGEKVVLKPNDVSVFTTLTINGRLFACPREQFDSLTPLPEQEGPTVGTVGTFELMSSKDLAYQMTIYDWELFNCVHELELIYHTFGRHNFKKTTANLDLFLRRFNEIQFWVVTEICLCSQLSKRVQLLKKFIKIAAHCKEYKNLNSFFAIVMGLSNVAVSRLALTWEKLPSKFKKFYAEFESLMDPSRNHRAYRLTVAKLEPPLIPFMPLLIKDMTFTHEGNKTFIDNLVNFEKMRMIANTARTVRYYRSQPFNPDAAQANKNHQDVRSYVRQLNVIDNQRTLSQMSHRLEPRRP
# Nrf2 ARE act: activators of Nrf2 (ARE) signaling; AREc32 ARE-luciferase reporter (MCF7-derived line), luminescence, 24 h; Potency, µM (titrated, usually from 46.1 µM), for the others: top-dose activation, usual class: activators; hit rate 0.31% among 410,000; further: potency means the concentration at half of the fitted maximal effect; % of control where 0% means no effect; nearly all actives have a fitted effect of over 65% in size
#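 Reporter line AREc32 (ARE-Fluc), seeded overnight in OPTI-MEM with 5% FBS; compound pin-transferred, 24 hr at 37 deg C, 5% CO2; luminescent read-out.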
# Nrf2 inh: blocks Nrf2 signaling; hit rate 2.1% among 360,000; Potency, µM (series often up to 46 µM), for the others: top-dose activity change, negative = inhibition, usual class: inhibitors; A549 ARE-Fluc reporter, luciferase luminescence, 18-24 h; AID 504444; further: potency means the concentration at half of the fitted maximal effect; on the % scale 0 is the no-effect control and ±100 the full control effect; nearly all actives have a fitted effect of over 60% in size
#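 Reporter: ARE-Fluc in A549. Exposure: 18-24 h, 37 °C, 5% CO2, 5% FBS OPTI-MEM. Readouts: fluorescent cytotoxicity (CellTiter-Fluor), then luminescent Nrf2 signal after BugLite.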
# Akt phos inh: inhibitors of Akt phosphorylation; Neuro2A IGF-stimulated pAkt S473 HTRF, 20 min; stronger effect = lower value; activity change, % for hits at 50 µM; hit rate 0.32% among 360,000; AID 651550; in the data active means activity change below about -80%; inconclusive means mostly about -51% to -80%; further: on the % scale 0 is the no-effect control and ±100 the full control effect
#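 Neuro2A cells (4,500/well, DMEM with 0.5% FBS) were treated with compound at a single 50 µM final concentration, stimulated with 6 nM IGF for 20 min at 37 °C, and lysed. Phospho-Akt Ser473 was read by HTRF as 665/615 ratio ×10^4.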
# MmCpn inh: inhibitors of Methanococcus maripaludis chaperonin (MmCpn). purified Mm-Cpn ATPase, ADP Transcreener TR-FRET. Potency, µM (highest dose often 76.9 µM), for inactives: top-dose activity, negative = inhibition, actives largely listed as inhibitors. hit rate 0.031% among 330,000. AID 504842; further: potency means the concentration at half of the fitted maximal effect; on the % scale 0 is the no-effect control and ±100 the full control effect; nearly all actives have a fitted effect of over 80% in size
#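 Compound-treated chaperonin, 25 nM final, turns over 10 uM ATP at 37°C for 30 min following a 10 min preincubation; ADP generated competes with ADP-d2 for Eu-cryptate antibody, lowering FRET.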
# CCT chaperon mod: changes cytosolic chaperonin activity; purified chaperonin ATPase assay, HTRF ADP detection, 30 min; activity change, % (test concentration not listed), hits read low; hit rate 0.3% among 360,000; in the data active means activity change below about -30%; further: on the % scale 0 is the no-effect control and ±100 the full control effect
#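 TRiC at 40 or 20 nM final (batch-dependent) in 30 mM Tris pH 7.4, 100 mM KCl, 5 mM MgCl2, 1 mM DTT, with compound at single 76 uM and 10 uM ATP, 30 min at 37 deg C. ADP detected by HTRF Transcreener, 665/615 ratio.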
# A549 viability: A549 cytotoxicity, counter-screen for Nrf2 inhibitors. hit rate 0.16% among 390,000. A549 ARE-Fluc cells, CellTiter-Fluor viability, 18-24 h. Potency, µM (titrated, usually from 46 µM), for the others: at the top dose activity change, negative = cytotoxicity, hits mostly inhibitors. AID 504648; further: potency means the concentration at half of the fitted maximal effect; on the % scale 0 is the no-effect control and ±100 the full control effect
#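 A549 ARE-Fluc cells in 5% FBS OPTI-MEM, 5000 cells/well, rested 2 h then exposed to compounds in concentration-response for 18-24 h at 37 °C. Viability by CellTiter-Fluor fluorescence (Ex 405/Em 525) after 30 min; luciferase luminescence (BugLite, 15 min, RT) read afterwards.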
# EPAC2 ag: activates human EPAC2 exchange factor. Q8WZA2. EPAC2 activation, biochemical qHTS; response scale: 100% = 6.5 mM cAMP response. Potency, µM (doses to about 154 µM), for inactives: top-dose activation, usual class: activators. hit rate 0.079% among 360,000. AID 720711; further: potency means the concentration at half of the fitted maximal effect; nearly all actives have a fitted effect of over 50% in size
#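 qHTS, titration series. 100 nM EPAC2 / 250 nM Rap1B-BODIPY-GDP / 50 uM GDP; RT; ex 480/em 540 nm, 5-min reads to 30 min. Norm. to 6.5 mM cAMP = activation.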
# * = called active by the depositor; i = inactive; ? = inconclusive; / = not tested or not shown. Unless noted, the call rests on the fitted dose curve; in most records, active means well fitted curve in the direction sought with a large enough effect; inconclusive means small, poorly fitted or top-dose-only effect, or another doubt; inactive means no such curve, though single readings can be large; an effect the other way counts as inactive or inconclusive.
molecule	TGFb inhibitor	EPAC2 antag	Nrf2 ARE act	Nrf2 inh	Akt phos inh	MmCpn inh	CCT chaperon mod	A549 viability	EPAC2 ag
Cc1nc2nc(-c3ccccc3)cn2nc1C	1.2%	-20.9%	1.4%	-29.7%	i	/	1.7	?	3.5%
CCC(C)Nc1nc(-c2ccccn2)nc2ccccc12 (stereo not drawn)	?	-1.9%	-1.4%	?	i	0.3%	0.3	?	10.4%
COc1ccc(NS(=O)(=O)c2ccc3c(c2)CC(C)N3C(C)=O)c(OC)c1 (stereo not drawn)	-16.6%	/	3.4%	-10.2%	/	/	/	6.4%	/
O=C(CCSc1nc2cc(Cl)ccc2o1)N1CCOCC1	-14.9%	-10.6%	0.9%	0.7%	i	-0.4%	0.7	9.2%	6.6%
Cc1ccc2c(c1)C(=NC1CCCCC1)c1cc3ccccc3nc1-2	0.4%	-2.2%	12.2%	26.4%	i	0.9%	1.6	-0.8%	-9.8%
Cc1cc(C)c(NC(=O)C2CCN(S(C)(=O)=O)CC2)c(C)c1	-7.4%	-6.6%	-0.5%	/	i	/	0.6	/	-7.1%
CSc1nc(-c2ccccc2)nn1S(=O)(=O)c1ccccc1	20.7%	8.4%	-0.5%	/	i	1.8%	-50.3*	-2.7%	5.0%
Cc1ccc(C)c(NC(=O)CN2C(=O)CCc3ccccc32)c1	1.1%	/	0.9%	19.1%	/	/	/	-4.0%	/
CCCN(CC1CCCO1)C(=O)c1cc(COc2cccc(OC)c2)on1 (stereo not drawn)	-12.5%	-3.0%	-0.1%	4.2%	i	0.5%	-1.8	-0.4%	-7.5%
CN(C)/C=C/C(=O)c1ccc(-n2cccc2)cc1	-4.6%	-1.1%	2.8%	?	i	-11.1%	0.0	0.0%	2.8%
NC(=O)C1CCCN(C(=O)Nc2cccc3ccccc23)C1 (stereo not drawn)	-6.2%	2.7%	3.2%	/	i	-0.4%	1.5	14.0%	0.7%
CCOC(=O)N1CCN(C(=O)CSCc2ccc(C)cc2)CC1	-13.0%	-4.5%	3.7%	-7.4%	i	-1.3%	-3.3	0.6%	7.7%
O=C(NCC1CCCO1)c1ccc2[nH]c3c(c2c1)CCCC3 (stereo not drawn)	3.5%	6.4%	2.2%	21.6%	i	-15.6%	0.3	-11.8%	0.1%
C=C1CCC(C)C(C)(CCC2=CCOC2=O)C/C=C\C=C/1C(=O)O (stereo not drawn)	-1.5%	-6.0%	0.0%	-1.5%	i	1.0%	-0.1	-2.5%	4.2%
N#CC1=C(N)OC2=C(C(=O)CCC2)[C@]12C(=O)N(CC(N)=O)c1ccccc12	0.0%	16.9%	-0.1%	-4.2%	i	-1.3%	0.5	-6.0%	-2.2%
CC1(C)C(=O)NCCN1C(=O)CC1C(=O)NCCN1CC(c1ccccc1)c1ccccc1 (stereo not drawn)	-5.3%	-10.1%	-0.2%	13.4%	i	1.1%	-2.5	10.0%	6.9%
Cc1nc2nc(NCc3ccccc3Cl)[nH]n2c(=O)c1Cc1ccccc1	10.5%	/	-0.4%	-7.2%	/	/	/	1.8%	/
COc1ccc(NC(=S)NN2CCOCC2)cc1OC	-28.9%	7.3%	-0.2%	3.0%	i	1.0%	1.1	-1.5%	3.1%
Nc1cccc(C(=O)O)c1	24.4%	-9.4%	-0.7%	5.3%	i	-15.4%	-1.8	1.5%	-0.4%
Cc1cc(C(=O)N(C)CC(=O)Nc2ccc(Cl)c(C(F)(F)F)c2)no1	-5.9%	-4.7%	0.3%	-9.9%	i	0.5%	-0.4	-1.6%	1.8%
COc1cc(/C=C/C(=O)OCC(=O)N2CCc3ccccc3C2)ccc1O	-4.3%	6.1%	6.1%	1.0%	i	-1.2%	-3.8	6.2%	1.1%
O=C(NCCNc1ccc([N+](=O)[O-])cc1Cl)c1ccccc1F	-13.7%	4.2%	-0.4%	16.4µM*	i	1.5%	-1.1	-15.0%	11.6%
COc1ccccc1NS(=O)(=O)c1ccc(NC(=O)c2nc3ncccn3n2)cc1	20.8%	13.8%	1.9%	2.6%	i	-0.6%	1.9	-4.9%	3.2%
CN(C)CCCNc1cc(-c2ccccc2)nc2cc(-c3cccc(F)c3)nn12	?	-4.8%	-4.7%	?	i	0.8%	-3.9	7.5%	4.9%
Cc1ccc(NCc2nnc(SCC(=O)Nc3ncc(C)s3)n2CC2CCCO2)c(C)c1 (stereo not drawn)	23.9%	-0.7%	-0.4%	6.4%	i	0.8%	1.0	-4.3%	-8.7%
CCCCN(C(=O)c1cc2c(s1)CCCCC2)c1c(N)n(CCC)c(=O)[nH]c1=O	3.7%	8.7%	2.2%	-5.4%	i	-0.1%	-0.1	-19.1%	1.6%
Cc1c(C(=O)Nc2cccc(F)c2)cnn1-c1ccccc1	1.1%	-4.2%	3.8%	?	i	0.5%	-4.1	0.0%	10.7%
COCCN(Cc1ccccc1)C(=O)Cc1ccc(S(=O)(=O)N2CCOCC2)s1	-18.3%	-0.7%	-0.4%	4.5%	i	-3.3%	-2.1	0.2%	7.8%
COc1ccc(NC(=O)c2nnn(Cc3ccc(Br)cc3F)c2N)c(OC)c1	-9.0%	/	-0.3%	-2.8%	/	/	/	13.2%	/
CC(C)c1ccc(NC(=O)Cc2ccc(NC3=NC4CS(=O)(=O)CC4S3)cc2)cc1 (stereo not drawn)	-0.3%	-10.9%	3.2%	2.2%	i	0.6%	1.4	7.4%	-14.2%
CCCCNC(=O)c1cccc(NC(=O)C(=O)c2ccccc2NC(C)=O)c1	-2.2%	-3.6%	-0.1%	1.8%	i	0.0%	-1.2	10.0%	4.3%
COc1cc(S(=O)(=O)NC2CCCCC2)ccc1F	-2.1%	18.7%	0.4%	6.2%	i	2.5%	-1.1	18.4%	4.1%
CN=C(Nc1cccc(S(=O)(=O)N2CCOCC2)c1)c1ccccc1	-1.8%	5.8%	-0.4%	1.1%	i	-0.7%	-1.3	0.5%	1.6%
Cc1cc(OCC(=O)c2ccc(Br)cc2)ccc1N1C(=O)CCC1=O	0.1%	5.0%	-0.5%	-1.9%	i	0.2%	-3.2	3.1%	9.0%
O=C(CNC(=O)c1ccc(-c2ccccc2)cc1)OCc1ccc(Cl)cc1	0.0%	3.9%	-0.3%	8.4%	i	-18.7%	-0.5	1.6%	1.4%
Cc1cc(Br)cnc1NC(=S)Nc1ccc(F)cc1F	-22.5%	16.5%	6.2%	25.6%	i	0.5%	3.3	8.0%	1.5%
CCc1nc2ccc(C(=O)NCCN(C)C)cn2c1N(CC)CCOC	-1.2%	-2.5%	-0.4%	/	i	/	-1.3	/	6.8%
O=C1CC(NCc2ccccc2F)C(=O)N1c1ccccc1 (stereo not drawn)	13.7%	-2.0%	0.0%	8.7%	i	1.5%	-1.4	-3.8%	2.9%
CC(Oc1ccccc1)C(=O)Nc1ccccc1O (stereo not drawn)	-5.9%	-6.3%	?	-2.3%	i	0.2%	0.0	0.9%	7.0%
OC1CCCN(C(=S)Nc2ccc(SC(F)F)cc2)C1 (stereo not drawn)	14.2%	-0.2%	3.3%	?	i	1.3%	-1.3	-3.8%	7.7%
O=C(Nc1ccc2c(c1)OCO2)C1CCCN1C(=O)NCc1ccccc1 (stereo not drawn)	2.9%	8.2%	0.1%	-3.2%	i	-0.3%	-2.1	-6.1%	1.9%
CCCCn1c(N)c(N(Cc2ccccc2OC)C(=O)c2c(CC)noc2C)c(=O)[nH]c1=O	17.5%	-0.3%	0.0%	2.1%	i	0.7%	0.6	0.5%	0.9%
O=C(CCCCn1c(=O)c2ccccc2n(Cc2cccc(F)c2)c1=O)NCCc1ccccc1	0.8%	/	-0.7%	-3.0%	/	/	/	-0.1%	/
O=C(N/N=C/c1ccc2cccnc2c1)c1nc2ccccc2c(=O)[nH]1	-2.5%	3.6%	4.3%	18.5%	i	-3.7%	0.6	-0.2%	-0.7%
COc1ccc(CCn2c3c(c(=O)[nH]c2=O)C(NC(=O)c2cccs2)(C(F)(F)F)C(=O)N3)cc1OC (stereo not drawn)	3.5%	9.8%	0.2%	26.0%	i	1.9%	-1.5	/	10.1%
COc1cccc(NC(=O)CSc2nnc(-c3ccoc3C)n2CC2CCCO2)c1 (stereo not drawn)	-10.1%	11.8%	0.1%	-0.9%	i	?	-0.6	-4.7%	-8.4%
N#CCCN(Cc1cccnc1)S(=O)(=O)c1ccc(S(=O)(=O)N2CCCCCC2)cc1	-24.0%	-2.2%	-0.2%	-38.1%	i	-1.0%	1.1	-1.0%	8.6%
O=C(CC(NCCN1CCOCC1)C(=O)O)Nc1cccc(Cl)c1 (stereo not drawn)	-1.9%	1.9%	-0.2%	12.0%	i	/	0.2	1.8%	-0.9%
COc1cccc(-c2nnc(NC(=O)C(C)C)o2)c1	-7.8%	0.1%	3.4%	17.9%	i	0.0%	-1.8	-0.2%	9.5%
Cn1c(=O)c(=O)n(C)c2cc(S(=O)(=O)CCC(=O)N3CCOCC3)ccc21	-18.6%	-5.8%	-0.2%	4.2%	i	-0.5%	-0.3	-2.4%	5.4%

# Quoted at random: 2 entries already listed, in no set order.
molecule	TGFb inhibitor	EPAC2 antag	Nrf2 ARE act	Nrf2 inh	Akt phos inh	MmCpn inh	CCT chaperon mod	A549 viability	EPAC2 ag
O=C(CCCCn1c(=O)c2ccccc2n(Cc2cccc(F)c2)c1=O)NCCc1ccccc1	0.8%	/	-0.7%	-3.0%	/	/	/	-0.1%	/
COc1cccc(-c2nnc(NC(=O)C(C)C)o2)c1	-7.8%	0.1%	3.4%	17.9%	i	0.0%	-1.8	-0.2%	9.5%

# A portion of the library, so the mix of outcomes need not match the whole.
